Screening results deposited in PubChem by National Center for Advancing Translational Sciences (NCATS).
PTHR1 ag: PTHR1 (human) receptor agonism | Q03431 | HEK293 GP2 PTHR1 cells, GloSensor cAMP luminescence, 1 h | Potency, µM (doses to about 115 µM), for inactives: at the highest dose activation, usual class: activators | actives 0.075% (n = 410,000) | AID 743266; also: potency is read from the fitted curve at half-maximal effect; nearly all actives have a fitted effect of over 55% in size; some results filed as inactive show a strong effect at the top dose; inactives centre near -15; many of its hits are not listed in these tables
Target sequence (Q03431 whole entry, looked up): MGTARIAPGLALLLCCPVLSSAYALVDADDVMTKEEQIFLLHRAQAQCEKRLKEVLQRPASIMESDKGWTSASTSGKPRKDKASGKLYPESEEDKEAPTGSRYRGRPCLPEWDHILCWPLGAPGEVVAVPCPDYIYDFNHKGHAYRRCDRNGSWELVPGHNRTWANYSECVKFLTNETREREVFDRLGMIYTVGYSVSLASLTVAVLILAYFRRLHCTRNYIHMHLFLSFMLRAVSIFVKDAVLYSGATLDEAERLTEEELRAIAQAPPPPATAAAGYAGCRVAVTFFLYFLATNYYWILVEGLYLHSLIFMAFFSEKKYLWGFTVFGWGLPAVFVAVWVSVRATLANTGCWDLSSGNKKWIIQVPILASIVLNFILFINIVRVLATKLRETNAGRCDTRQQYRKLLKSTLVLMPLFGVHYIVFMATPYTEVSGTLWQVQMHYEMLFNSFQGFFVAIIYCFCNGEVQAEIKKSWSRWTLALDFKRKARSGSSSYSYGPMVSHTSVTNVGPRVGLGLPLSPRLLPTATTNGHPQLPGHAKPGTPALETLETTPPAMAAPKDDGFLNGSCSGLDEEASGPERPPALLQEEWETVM
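HEK-293-derived GP2 cells expressing PTHR1 and a GloSensor cAMP reporter, 3,000/well, plated overnight, given luciferin plus IBMX (each 0.5 mM as added) for 1 h at 37 °C, then compound for 1 h at 37 °C. Luminescence was read after 15 min at room temperature.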
GLP-1R inv ag: inverse agonists of human GLP-1 receptor; P43220; HEK293 GLP-1R CRE-luciferase, luminescence, 24 h; GLP-1R form is constitutively active; Potency, µM (highest dose often 38.3 µM), for the others: at the highest dose activity change, negative = inhibition, usual class: inhibitors; actives 1.6% (n = 410,000); AID 624417; also: potency is read from the fitted curve at half-maximal effect; % is scaled to controls: 0 for no effect and ±100 for the full control effect; nearly all actives have a fitted effect of over 55% in size
Target sequence (P43220 whole entry, looked up): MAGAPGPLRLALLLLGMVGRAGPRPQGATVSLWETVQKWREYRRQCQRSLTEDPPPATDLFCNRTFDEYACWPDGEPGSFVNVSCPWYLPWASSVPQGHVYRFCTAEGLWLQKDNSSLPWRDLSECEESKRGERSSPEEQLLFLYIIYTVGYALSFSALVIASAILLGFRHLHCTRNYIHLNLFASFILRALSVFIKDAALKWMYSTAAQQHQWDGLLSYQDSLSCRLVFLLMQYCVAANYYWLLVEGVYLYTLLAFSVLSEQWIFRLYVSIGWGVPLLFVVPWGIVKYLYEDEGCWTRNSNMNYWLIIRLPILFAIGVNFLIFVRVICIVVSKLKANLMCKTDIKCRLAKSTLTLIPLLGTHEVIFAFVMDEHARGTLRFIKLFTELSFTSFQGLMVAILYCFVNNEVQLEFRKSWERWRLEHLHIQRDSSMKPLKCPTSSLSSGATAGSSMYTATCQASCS
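Readout was luciferase luminescence, measured 12 min after detection reagent at room temperature. Beforehand, GLP-1R reporter HEK293 cells had sat 12 h, then received compounds for 24 hr at 37 deg C.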
TDP43 rescue: rescues yeast growth from TDP-43 toxicity | Potency, µM (doses to about 46.1 µM), inactives show at the highest dose growth rescue (activation), usual class: activators | actives 1.8% (n = 410,000) | AID 652104 | TDP-43 expressing yeast growth rescue, BacTiter-Glo, 24 h; also: potency is read from the fitted curve at half-maximal effect; % of control where 0% means no effect; nearly all actives have a fitted effect of over 50% in size
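In this qHTS, compounds that restore growth of yeast expressing TDP-43 appear as activators. Cells (OD600=0.02, galactose medium, raffinose-pregrown) are incubated with compound 24 hr at 30 deg C and growth is quantified by BacTiter-Glo.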
aSyn yeast inh: alpha-synuclein toxicity inhibition in yeast; Yeast expressing alpha-synuclein, growth rescue, BacTiter-Glo, 24 h; Potency, µM (series often up to 46.1 µM), for inactives: at the highest dose growth rescue (activation), hits mostly activators; actives 0.14% (n = 370,000); AID 652106; also: potency is read from the fitted curve at half-maximal effect; % of control where 0% means no effect; nearly all actives have a fitted effect of over 65% in size
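Rescue of yeast growth: cells expressing toxic alpha-synuclein, induced in galactose at OD600 0.02, incubated with compound 24 h at 30 C. ATP luminescence quantified growth; inhibitors of toxicity appear as activators.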
Abeta yeast res: compounds reversing amyloid beta toxicity in yeast. yeast expressing A-beta42, growth rescue, OD600, 48 h; response scale: 0% DMSO, 100% iron-clioquinol control. actives 0.063% (n = 410,000). Potency, µM (doses to about 46.1 µM), without a hit: top-dose growth rescue, most hits filed as activators; also: potency is read from the fitted curve at half-maximal effect; nearly all actives have a fitted effect of over 55% in size
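Growth rescue measured by 600 nm absorbance after 48 h yeast culture at 30 C with compound. Values normalized between DMSO and an equimolar ferric chloride plus clioquinol control.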
FUS yeast rescue: rescues growth of FUS-expressing yeast; S. cerevisiae FUS-expressing, growth rescue, OD600, 24 h; Potency, µM (titrated, usually from 76.6 µM), for the others: at the top dose growth rescue (activation), usual class: activators; actives 0.24% (n = 390,000);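 also: potency is read from the fitted curve at half-maximal effect; plate controls were DMSO vehicle for no effect and reference control for full effect; nearly all actives have a fitted effect of over 55% in size; some results filed as inactive show a strong effect at the top dose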
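Cultures pregrown in 2.5% raffinose medium are shifted to minimal medium containing 2% galactose to express toxic FUS. Compounds are tested at several concentrations. After 24hr at 30C, growth is quantified at 600 nm absorbance.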
Akt phos inh: blocks phosphorylation of Akt; Neuro2A IGF-stimulated pAkt S473 HTRF, 20 min; stronger effect = lower value; actives 0.32% (n = 360,000); activity change, % for hits at 50 µM; in the data active = activity change below about -80%; inconclusive = mostly about -51% to -80%; also: % is scaled to controls: 0 for no effect and ±100 for the full control effect
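Neuro2A cells in DMEM with 0.5% FBS, overnight at 37 deg C, given compound at single 50 µM final, then IGF (6 nM final) for 20 min at 37 deg C. Lysed; phospho-Akt Ser473 by HTRF after 24 h, 665/615 ratio.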
GLP1R ag: activates the human GLP-1 receptor; Potency, µM (series often up to 45.6 µM), for the others: at the highest dose activation, actives largely listed as activators; HEK293 GLP-1R CRE-luciferase, luminescence, 4-6 h; cells express a hypersensitive GLP-1R form; actives 0.007% (n = 380,000); AID 624172; P43220; also: potency is read from the fitted curve at half-maximal effect; % of control where 0% means no effect
D3 antag: blocks the human D3 dopamine receptor. P35462. max response, negative = inhibition, %. actives 2.5% (n = 360,000). D3R cells, DiscoveRx beta-arrestin luminescence, antagonist mode; stronger effect = lower value; in the data active = max response below about -50%; inconclusive = no clear call, values can overlap the other calls; also: % is scaled to controls: 0 for no effect and ±100 for the full control effect; mostly tested at two doses, the higher about 12 µM
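Cells expressing the human receptor were seeded at 1500 cells/well, incubated overnight at 37 degrees C in 5% CO2, then exposed to library compounds with dopamine controls for 90 minutes at 37 degrees C before luminescent detection.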
* = called active by the depositor; i = inactive; ? = inconclusive; / = no result given; [ ] = dose if it differs, or a comment. Unless noted, calls follow the shape of the dose curve; as a rule, active = well fitted curve in the direction sought with a large enough effect; inconclusive = small, poorly fitted or top-dose-only effect, or another doubt; inactive = no such curve, though single readings can be large; an effect the other way counts as inactive or inconclusive.

SMILES	PTHR1 ag	GLP-1R inv ag	TDP43 rescue	aSyn yeast inh	Abeta yeast res	FUS yeast rescue	Akt phos inh	GLP1R ag	D3 antag
O=C1Cc2ccccc2C(c2ccc(Cl)cc2)N1 (stereo not given)	i	?	1%	14%	0%	1%	i	3%	6
Cc1ccc2c(c1)cc1c(=O)n(CC(=O)N3CCCC3)nc(C)n12	-18%	0%	7%	8%	-3%	2%	i	-4%	24
COc1ccc(NC(=O)CSC2=Nc3ccccc3C3=NC(Cc4ccccc4)C(=O)N23)cc1Cl (stereo not given)	i	14%	4%	/	-1%	?	/	/	/
CC1CCN(S(=O)(=O)c2ccc3c(c2)CCN3C(=O)Nc2ccc(Br)cc2F)CC1	-1%	6%	2%	/	-14%	9%	/	/	/
CCOC(=O)CNC(=O)N1CCCC(CNS(=O)(=O)Cc2ccccc2)C1 (stereo not given)	i	4%	-11%	2%	5%	-25%	i	1%	4
Cc1cc(=O)n(-c2ccc(C(=O)O)cc2)[nH]1	-24%	6%	?	1%	0%	-7%	i	0%	13
Cc1cccc(N2CCN(S(=O)(=O)c3cn(C)c(C)n3)CC2)c1C	-5%	10%	-11%	-3%	-19%	-8%	/	26%	/
COc1ccc(Oc2c(Cl)cnn(-c3ccc(C)cc3)c2=O)cc1	-10%	-17%	25%	-1%	-4%	5%	i	-24%	0
O=C(COC(=O)C12CC3CC(CC(O)(C3)C1)C2)NC(=O)NCc1ccco1	-21%[57.5 µM]	-9%	0%	0%	?	-2%	i	-5%	15
CNc1cc([N+](=O)[O-])ccc1OCc1ccccc1	-10%	1%	?	-3%	6%	-3%	i	19%	-7
COc1ccc(/C=C/c2nc(C#N)c(N3CCCCC3)o2)cc1OC	i	48%[activator]	?	/	-8%	?	/	/	/
CCn1ncc(/C=N\NC(=O)COc2ccccc2)c1C	i	-2%	-10%	-8%	-2%	/	i	9%	6
CC(C)n1nnnc1C1c2ccccc2C(=O)N1C1CC1 (stereo not given)	-49%[inhibitor]	11%	10%	5%	-7%	-17%	i	-3%	16
CCCCNc1nc2c(c(=O)[nH]c(=O)n2C)n1CCCc1ccccc1	i	14%	17%	-2%	5%	-18%	i	3%	25
CC(NC(=O)Nc1ccccn1)N1C(=O)C2C3C=CC(C3)C2C1=O (stereo not given)	-2%[57.5 µM]	6%	10%	12%	1%	-12%	i	1%	11
CCN(CC)CCCNc1oc(/C=C/c2ccc(OC)c(OC)c2)nc1C#N	-2%	4%	3%	/	-10%	-11%	/	/	/
O=C(N1CCN(c2ccc(F)cc2)CC1)C1(c2cccs2)CCOCC1	i	-8%	?	12%	-21%	/	i	-10%	-7
CC(C)C(=O)N=C1SC2CS(=O)(=O)CC2N1Cc1ccc(Cl)cc1 (stereo not given)	i	22%	3%	1%	1%	2%	i	4%	-14
NC(=O)N\N=C/C=C/C=C/c1ccc(F)cc1	i	21%	21%	1%	-3%	-19%	i	0%	10
Cc1ccc(S(=O)(=O)N(Cc2cccc(Cl)c2)C(=O)N2CCN(C)CC2)cc1	11%	12%	-16%	-5%	-7%	13%	i	-2%	-1
COc1ccc(NC(=O)c2c(C)oc3ccc(O)c(CN4CCCCCC4)c23)cc1Cl	-10%	?	-5%	/	-3%	?	/	/	/
O=C(Cc1ccc(Cl)cc1)NCCS(=O)(=O)N1CCN(c2ccccc2)CC1	-30%[inhibitor]	?	-26%	7%	-7%	22%	i	2%	-17
Cc1ccc(NC(=O)O/N=C/c2cccc([N+](=O)[O-])c2)cc1	-8%	4%	-11%[1.82 µM]	-4%	11%	22%	i	18%	19
CCCCNc1c(-c2cccc(-c3ccc(OC)cc3)c2)nc2cc(C)ccn12	-93%[inhibitor]	11µM*	-82%[inhibitor]	-57%[inhibitor]	-82%[inhibitor]	?	i	-9%	18

Ordered by molecular weight (high to low): some entries from above.
SMILES	PTHR1 ag	GLP-1R inv ag	TDP43 rescue	aSyn yeast inh	Abeta yeast res	FUS yeast rescue	Akt phos inh	GLP1R ag	D3 antag
COc1ccc(NC(=O)CSC2=Nc3ccccc3C3=NC(Cc4ccccc4)C(=O)N23)cc1Cl (stereo not given)	i	14%	4%	/	-1%	?	/	/	/
O=C(Cc1ccc(Cl)cc1)NCCS(=O)(=O)N1CCN(c2ccccc2)CC1	-30%[inhibitor]	?	-26%	7%	-7%	22%	i	2%	-17
Cc1ccc(NC(=O)O/N=C/c2cccc([N+](=O)[O-])c2)cc1	-8%	4%	-11%[1.82 µM]	-4%	11%	22%	i	18%	19

Later entries
SMILES	PTHR1 ag	GLP-1R inv ag	TDP43 rescue	aSyn yeast inh	Abeta yeast res	FUS yeast rescue	Akt phos inh	GLP1R ag	D3 antag
CN1CCN(C(=O)c2sc(=S)n(-c3ccccc3)c2N)CC1	i	0%	-20%	-4%	1%	7%	i	5%	-9
CNNC(=O)C(C)NC(=O)c1ccc(Br)cc1 (stereo not given)	-11%[57.5 µM]	5%	2%	-9%	-1%	11%	i	3%	9
CN(C)c1ccc(-c2nn3c(-c4cccnc4)nnc3s2)cc1	-15%[57.5 µM]	5%	-10%	-1%	4%	8%	i	-3%	9
O=C(NCCN1CCCCCC1)c1ccc(CS(=O)(=O)c2ccc(Br)cc2)o1	-12%	?	-1%	-3%	-7%	10%	i	9%	-8
Cc1ccc(NC(=O)C2CC(=O)NC(Nc3cccc(C)c3)=N2)cc1 (stereo not given)	-8%	0%	-4%	-6%	2%	0%	i	-8%	-7
COc1cc(-c2noc(C)c2/C=C/c2cccc([N+](=O)[O-])c2)cc(OC)c1OC	-16%	?	11%	2%	-3%	20%	i	-4%	-8
Cc1ccc(C)c(Nc2nnc(-c3ccc(C)c(S(=O)(=O)NCC4CCCO4)c3)c3ccccc23)c1 (stereo not given)	-31%[inhibitor]	11µM*	?	/	6%	19%	/	/	/
O=C(CCc1nc2ccccc2c(=O)[nH]1)NCc1ccco1	i	1%	-10%	-1%	-7%	-13%	i	2%	10
CC(C)(C)SCCNC(=O)c1ccc(Cl)c(S(=O)(=O)N2CCOCC2)c1	-33%[inhibitor]	?	-1%	-2%	2%	8%	i	0%	1
COc1ccc(Cl)cc1NC(=O)N1CCC(CN2CCc3ccccc3C2)CC1	?	?	6%	/	-16%	5%	/	/	/
CC(C)OCC(O)CN1CCC(Cc2ccccc2)CC1 (stereo not given)	i	-4%	?	0%	6%	-20%	/	-4%	-5
CCOC(=O)C1CCCN(C2=NC(=O)/C(=C/c3ccc(N(C)C)cc3)S2)C1 (stereo not given)	i	-29%	?	7%	7%	-5%	i	30%	-16

Random excerpt: 7 entries already listed
SMILES	PTHR1 ag	GLP-1R inv ag	TDP43 rescue	aSyn yeast inh	Abeta yeast res	FUS yeast rescue	Akt phos inh	GLP1R ag	D3 antag
COc1cc(-c2noc(C)c2/C=C/c2cccc([N+](=O)[O-])c2)cc(OC)c1OC	-16%	?	11%	2%	-3%	20%	i	-4%	-8
CCOC(=O)C1CCCN(C2=NC(=O)/C(=C/c3ccc(N(C)C)cc3)S2)C1 (stereo not given)	i	-29%	?	7%	7%	-5%	i	30%	-16
CNNC(=O)C(C)NC(=O)c1ccc(Br)cc1 (stereo not given)	-11%[57.5 µM]	5%	2%	-9%	-1%	11%	i	3%	9
CN(C)c1ccc(-c2nn3c(-c4cccnc4)nnc3s2)cc1	-15%[57.5 µM]	5%	-10%	-1%	4%	8%	i	-3%	9
Cc1ccc(NC(=O)C2CC(=O)NC(Nc3cccc(C)c3)=N2)cc1 (stereo not given)	-8%	0%	-4%	-6%	2%	0%	i	-8%	-7
COc1ccc(Cl)cc1NC(=O)N1CCC(CN2CCc3ccccc3C2)CC1	?	?	6%	/	-16%	5%	/	/	/
CC(C)OCC(O)CN1CCC(Cc2ccccc2)CC1 (stereo not given)	i	-4%	?	0%	6%	-20%	/	-4%	-5

(more compounds)
SMILES	PTHR1 ag	GLP-1R inv ag	TDP43 rescue	aSyn yeast inh	Abeta yeast res	FUS yeast rescue	Akt phos inh	GLP1R ag	D3 antag
CN(c1ccccc1C(=O)N1CCN(Cc2ccc3c(c2)OCO3)CC1)S(C)(=O)=O	-3%	1%	-1%	0%	19%	15%	i	7%	3
CC(=O)NCCCNc1ccc([N+](=O)[O-])cc1	i	1%	-4%	0%	6%	/	i	1%	36
CCOC(=O)c1c(C)[nH]c(NC(=O)NNC(=O)c2ccc(OC)cc2)c1C	-38%[inhibitor]	10%	4%	0%	6%	-13%	i	-6%	0
O=CNC(=O)c1ccccc1C(=O)O	0%[57.5 µM]	2%	-8%	10%	-6%	15%	i	-9%	14
O=c1[nH]c2ccc(S(=O)(=O)NCc3ccccn3)cc2s1	i	-2%	4%	5%	10%	19%	i	-7%	?
CN(C)c1ccc(C(CNC(=O)COc2ccccc2)N2CCOCC2)cc1 (stereo not given)	-21%	0%	17%	/	-3%	-18%	/	/	/
CSCC[C@H](NC(=O)C1CCN(C(=O)[C@@H](N)Cc2ccccc2)CC1)C(=O)O	i	4%	13%	6%	8%	-21%	i	-2%	9
OC(c1ccc(F)c(F)c1)c1nc(-c2ccccc2)cs1 (stereo not given)	-21%	-29%	14µM*	0%	19%	-17%	i	-5%	0
O=C(NC(=S)Nc1ccc(CN2CCOCC2)cc1)c1ccc([N+](=O)[O-])cc1Cl	-28%	-26%	-23%	1%	-3%	14%	i	15%	-78*
CC(OC(=O)c1c(F)cccc1F)C(=O)NCCC1=CCCCC1 (stereo not given)	19%	?	10%	2%	-26%	3%	i	12%	-1
Cc1cccc2nc3c(nc12)-c1ccccc1C3=O	i	3%	?	13%	-5%	-22%	i	0%	-19
COc1ccc(C(=O)COC(=O)CN2CC(=O)Oc3ccccc32)cc1Br	-13%	11%	-6%	-5%	-13%	19%	i	5%	8

Not all compounds are listed; the hit share may differ from the screen's.
